# Bioassay records: PubChem BioAssay, several laboratories
# GSK3beta inhib – human GSK3beta kinase inhibition; GST-GSK3beta kinase, ADP-Glo luminescence, 60 min; hits give low values; activity score (negative = inhibition), % at 10 µM; 300,000 compounds, 0.038% hits; AID 2097;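 active = more than half of replicate wells score below -50%, meaning over 50% inhibition versus plate controls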;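 note: 0% = median DMSO wells and -100% = median GW8510 positive control wells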
#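 Test system – GST-tagged human GSK3beta kinase, cell-free · Incubation – 60 min enzyme reaction, room temperature · Signal – ADP-Glo luminescence · Also added – peptide substrate and ATP at 25 µM · Controls – DMSO neutral wells and GW8510 at 20 µM as positive · Buffer or medium – Tris/MgCl2 kinase buffer · Measure – Luminescence-derived activity versus plate DMSO and GW8510 wells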
# KCNK3 block – human KCNK3 channel inhibition, primary screen | AID 602410 | CHO-KCNK3 thallium flux, FluxOR fluorescence; hits give low values | O14649 | 340,000 compounds, 0.84% hits | B-score at 10 µM;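 active = B-score under library mean minus 4 SD, starting fluorescence ratio at most library mean plus 5 SD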;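 note: more negative B-score means stronger inhibition of thallium flux through KCNK3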
# Target sequence (O14649 whole entry, looked up): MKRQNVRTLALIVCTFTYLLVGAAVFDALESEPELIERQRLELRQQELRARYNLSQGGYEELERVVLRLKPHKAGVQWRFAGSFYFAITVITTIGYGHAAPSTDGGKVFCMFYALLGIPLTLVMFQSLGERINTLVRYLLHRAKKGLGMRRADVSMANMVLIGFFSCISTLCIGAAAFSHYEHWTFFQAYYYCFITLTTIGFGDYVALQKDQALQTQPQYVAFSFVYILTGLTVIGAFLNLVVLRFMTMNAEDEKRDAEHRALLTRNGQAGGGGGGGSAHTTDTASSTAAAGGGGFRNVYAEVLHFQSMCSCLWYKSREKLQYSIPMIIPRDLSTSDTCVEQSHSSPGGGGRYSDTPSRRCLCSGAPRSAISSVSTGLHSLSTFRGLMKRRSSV
# RGS4 block – human RGS4 inhibition; HEK293 M3R/RGS4 inducible, Fluo-4 calcium flux; hits give high values; triggered by carbachol at its EC20; B-score at 10 µM; 310,000 compounds, 0.45% hits; AID 463165;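 active = B-score, a plate-corrected calcium signal, over three deviations above library mean, with baseline fluorescence within five deviations of library mean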;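 note: RGS4 expression induced by doxycycline in cells with stable M3 receptor; B-score is computed from the integrated fluorescence ratio over baseline after carbachol; higher B-score means a larger calcium signal and so more RGS4 inhibition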
# Target sequence (P49798 whole entry, looked up): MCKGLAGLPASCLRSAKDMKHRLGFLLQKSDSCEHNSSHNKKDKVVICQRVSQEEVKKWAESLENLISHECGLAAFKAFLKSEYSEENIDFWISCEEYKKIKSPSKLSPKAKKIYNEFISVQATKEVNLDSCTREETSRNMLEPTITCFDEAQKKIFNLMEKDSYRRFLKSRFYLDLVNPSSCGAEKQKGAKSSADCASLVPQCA
# RGS4 act – RGS4 potentiation or activation; HEK293 M3R/inducible RGS4, carbachol calcium flux Fluo4; hits give low values; B-score at 10 µM; 310,000 compounds, 0.92% hits; AID 463111;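 active = B-score of the integrated calcium signal more than 4 SD below the library mean, with starting fluorescence not abnormally high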;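 note: negative B-score means reduced calcium response which marks RGS4 activation or potentiation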
#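 Detection: kinetic calcium fluorescence imaging with Fluo4-AM dye, 2 µM / Material: HEK293 cells with stable M3R and inducible RGS4 / Schedule: recording 10 s baseline at 1 Hz, 100 s post-agonist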
# hERG protect – hERG (human) protection from proarrhythmic block; Q12809; CHO-hERG, FluxOR thallium flux, dofetilide IC70 present; activation (rescue from dofetilide block), less the hit threshold, % at 10 µM; 310,000 compounds, 0.51% hits; AID 1511;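 active = activation above the mean of controls blocked by dofetilide plus 5 SD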;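 note: thallium influx through hERG after potassium depolarization seen as dye fluorescence rise; in these data hits start at about 4.7%; inactives centre near -7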
# KCNK9 inh – inhibitors of human KCNK9 two-pore domain potassium channel; B-score at 10 µM; Q9NPC2; HEK293 KCNK9, FluxOR thallium flux fluorescence; hits give low values; 310,000 compounds, 1.2% hits;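 active = ratio B-score over 3 SD below the library mean, with starting fluorescence within 5 SD of its mean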;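 note: negative B-score means less thallium flux so channel inhibition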
# Target sequence (Q9NPC2 whole entry, looked up, the tested form may be a part): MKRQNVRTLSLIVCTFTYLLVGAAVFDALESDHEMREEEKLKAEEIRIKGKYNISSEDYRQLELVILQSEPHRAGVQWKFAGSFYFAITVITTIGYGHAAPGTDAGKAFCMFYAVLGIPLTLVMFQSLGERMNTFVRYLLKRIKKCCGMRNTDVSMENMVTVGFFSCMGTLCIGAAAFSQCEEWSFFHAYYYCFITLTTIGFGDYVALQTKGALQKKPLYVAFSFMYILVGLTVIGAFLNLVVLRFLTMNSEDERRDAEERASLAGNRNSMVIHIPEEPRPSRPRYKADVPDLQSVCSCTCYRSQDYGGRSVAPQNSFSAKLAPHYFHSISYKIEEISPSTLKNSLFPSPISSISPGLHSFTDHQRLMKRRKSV
# KCNQ1 act – potentiates or activates the human KCNQ1 potassium channel; 310,000 compounds, 0.35% hits; P51787; CHO-K1 KCNQ1, thallium flux FluxOR fluorescence; hits give high values; AID 2648; B-score at 10 µM;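 active = fluorescence ratio B-score, a plate-corrected score, at least three library SD, with initial intensity B-score within 5 SD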
#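 Assay system: CHO-K1 cells stably expressing KCNQ1; Medium: assay buffer with matched DMSO; Also added: K+/Tl+ depolarizing stimulus; Dosing: single dose; Timing: dye 90 min, compound 20 min, room temperature; Measured by: kinetic FluxOR thallium fluorescence, 10-s 1-Hz baseline, 110-s post-stimulus read; Read-out: peak-minus-minimum fluorescence over initial fluorescence, negative-control normalized, B-scored.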
# Dyrk1A ADPGlo – inhibitors of rat Dyrk1A kinase; AID 504441; ADP-Glo luminescence, NFATc1 peptide; 310,000 compounds, 0.43% hits; inhibition, % at 12.5 µM; in the data active = inhibition above about 50%;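 note: plate controls were vehicle with enzyme for no effect and no enzyme for full effect; many of its hits are not listed in these tables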
# KCNQ1 block – blocks the human KCNQ1 potassium channel. B-score at 10 µM. AID 2642. P51787. CHO-K1 KCNQ1, FluxOR thallium flux fluorescence; hits give high values. 310,000 compounds, 1.3% hits;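 active = compounds whose thallium flux B-score, printed positive for inhibition, exceeds three library SD while starting fluorescence stays within three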;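 note: channel opened by potassium depolarization with thallium stimulus after 20 min compound exposure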
# PolyA inhibitor – inhibitors of polyadenylation in S. cerevisiae | calls only at 12 µM | 300,000 compounds, 0.02% hits | AID 1875 | S. cerevisiae SKY197-pL101 polyadenylation reporter, beta-gal luminescence; efflux-impaired pdr1/pdr3 knockout yeast; score 100 = 6 SD above DMSO;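 active = lowest replicate activity score at least 50, where 100 means six control SD above control mean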;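 note: yeast exposed to compound for 9 h at 30 °C; higher score means more reporter readthrough which indicates perturbed polyadenylation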
# GSK3A inh – human GSK-3 alpha kinase inhibition | P49840 | ADP-Glo luminescence, 60 min | inhibition, % at 10 µM | 320,000 compounds, 0.1% hits;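 in the data active = inhibition above about 50%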;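 note: GST-tagged GSK-3 alpha with peptide substrate and 25 µM ATP; 0% = DMSO neutral wells and 100% = GW8510 positive control wells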
# Numbers without * were called inactive; i = inactive; nt = no result given. A portion of the library; the hit share may differ from the screen's.
item	smiles	RGS4 block	RGS4 act	Dyrk1A ADPGlo	PolyA inhibitor	GSK3A inh	KCNK3 block	KCNQ1 act	GSK3beta inhib	hERG protect	KCNK9 inh	KCNQ1 block
1	O=C(Nc1ccn([C@H]2CC[C@@H](CO)O2)c(=O)n1)c1ccccc1	i	i	-2.1	i	-1.9	i	i	2.6	-3.2	i	i
2	Cc1sc2ncn(CC(=O)N(CC(=O)NC3CCCC3)Cc3cccs3)c(=O)c2c1C	i	i	-8.9	i	-2.3	i	i	2.9	-6.5	i	i
3	COC(=O)COc1ccc(S(=O)(=O)Nc2ccc3c(c2)OCCO3)cc1Cl	i	i	1.1	i	2.7	i	i	-0.9	-21.8	i	i
4	COc1cccc(NC(=O)C2CCCN(S(=O)(=O)c3ccc(-n4cnnn4)cc3)C2)c1 (stereo not drawn)	i	i	-5.1	i	-2.7	i	i	-1.4	-4.4	i	i
5	O=C(COc1ncnc2ccccc12)NC(=O)NCc1ccccc1	i	i	-0.3	i	-3.1	i	i	1.0	-11.3	i	i
6	COc1ccc(C2c3sc(=O)[nH]c3SC3C4CCC(C4)C23)cc1OC (stereo not drawn)	i	i	0.8	i	20.1	i	i	-24.0	-10.5	i	i
7	COc1ccc(-n2c(SC)nc3sc4c(c3c2=O)CCN(C)C4)cc1	i	i	1.6	i	nt	i	i	-2.2	-12.8	i	i
8	COc1ccc(Cc2nnc(SCC(=O)N(C)c3ccccc3)o2)cc1	i	i	-0.5	i	-0.9	i	i	0.9	-6.9	i	i
9	COC(=O)CSCC(=O)Nc1nnc(-c2ccccc2C)s1	i	i	-1.1	i	-2.4	i	i	0.8	-6.6	i	i
10	CCn1nc(C)c(CNC(=O)CC2C(=O)NCCN2CC(C)C)c1C (stereo not drawn)	i	i	19.5	i	-1.7	i	i	4.8	-10.6	i	i
11	CCOC(=O)CCCN1CC(O)=C(c2nc3ccccc3s2)C1=N	i	i	-0.6	i	0.4	i	i	1.8	-12.0	i	i
12	CCOc1cc(C(=S)N2CCOCC2)ccc1OC(=O)c1ccc(C)cc1	i	i	nt	i	-1.5	i	i	-1.2	-8.6	i	i
13	CC(C)CN(C(=O)COC(=O)COc1ccc2ccccc2c1)c1c(N)n(Cc2ccccc2)c(=O)[nH]c1=O	i	i	2.4	i	0.0	i	i	-1.4	-7.1	i	i
14	COc1ccnc(CS(=O)c2nc3cc(C(O)(F)F)ccc3[nH]2)c1OC (stereo not drawn)	i	i	nt	i	4.1	i	i	2.0	-7.3	i	i
15	CN(CCC#N)c1ncnc2scc(-c3ccccc3)c12	i	i	11.7	i	19.2	i	i	1.5	-7.0	i	i
16	Cc1cccc2nc(CNc3ccc(F)cc3)cn12	i	i	-2.7	i	0.3	i	i	0.7	-5.5	i	i
17	Clc1ccc2c(NCc3ccccc3)ccnc2c1	i	i	2.3	i	-1.2	i	i	2.3	-14.6	i	i
18	CC1(C)NC(=O)N(CC(O)COC2CCCCC2)C1=O (stereo not drawn)	i	i	-2.8	i	-1.7	i	i	2.8	-7.8	i	i
19	CC(=O)N/C(=C/c1ccc2c(c1)OCO2)C(=O)NCCO	i	i	nt	i	4.8	i	i	0.7	-6.5	i	i
20	O=C(CCCN1C(=O)c2cccc3cccc(c23)C1=O)N1CCc2ccccc2C1	i	i	-2.7	i	-2.4	i	i	0.5	-10.7	i	i
21	C#CCSc1n[nH]c(=O)n1-c1cccc(C(F)(F)F)c1	i	i	-2.1	i	14.0	i	i	-6.8	-2.1	i	i
22	Cc1ccccc1-c1nc(CS(=O)(=O)CC(=O)NC(C)c2ccccc2)c(C)o1 (stereo not drawn)	i	i	-2.4	i	-0.1	i	i	1.0	-10.7	i	i
23	CC1CCN(C(=O)COC(=O)c2n[nH]c3ccccc23)CC1	i	i	1.8	i	-7.6	i	i	-1.8	-10.4	i	i
24	Cc1ccc(N2CC(C(=O)Nc3nnc(SCCC4OCCO4)s3)CC2=O)cc1C (stereo not drawn)	i	i	-5.9	i	-1.3	i	i	1.5	-6.9	i	i
25	COc1ccc(-c2c(C)nn3c(N4CCCCCC4)cc(C)nc23)cc1OC	i	i	-3.2	i	0.8	i	i	0.0	-15.9	i	i
26	COCCN=c1scc(-c2ccc3c(c2)NC(=O)CO3)n1/N=C(\C)c1ccc(O)cc1	i	i	-5.7	i	0.7	i	i	-3.8	-18.9	i	i
27	O=C(CSc1nnc(-c2cc3ccccc3cc2O)n1Cc1ccco1)c1ccc(F)cc1	i	i	4.9	i	-4.8	i	i	0.9	-9.5	i	i
28	O=C(COc1ccc2c3c(c(=O)oc2c1)CCC3)NCCCN1CCCC1=O	i	i	6.3	i	0.0	i	i	-3.1	-9.4	i	i
29	CCOC(=O)CCSc1nc(C(C)(C)C)cc(C(F)(F)F)c1C#N	i	-7.22*	2.1	i	2.0	-8.86*	i	5.4	-13.1	i	6*
30	Cc1cn(-c2cc(NC(=O)c3ccc(C)c(NC(=O)c4cccc(-c5cn[nH]c(=O)c5)c4)c3)cc(C(F)(F)F)c2)cn1	i	i	7.5	i	-2.2	i	i	-5.7	-8.7	i	i
31	Cc1ccc(C(C(=O)NC(C)(C)C)N(CC2CCCO2)C(=O)CCC(=O)Nc2ccccn2)cc1 (stereo not drawn)	i	i	-2.0	i	-0.2	i	i	-0.5	-14.5	i	i
32	CCOC(=O)N1CCN(C(=O)c2cc3sccc3n2C)CC1	i	i	1.6	i	-0.5	i	i	4.2	3.1	i	i
33	O=C(/C=C/c1c(Cl)nc2ccccn12)N1CCN(c2ccccc2F)CC1	i	i	0.2	i	1.0	i	i	1.8	-6.2	i	i
34	CCCC(=O)Nc1ccc(-c2nc3ncccc3o2)cc1	i	i	-1.0	i	-4.0	i	i	-2.0	-1.9	i	i
35	Cc1cccc(CN2CCC(C(=O)Nc3cccc(-c4cccc(F)c4)c3)CC2)n1	i	i	4.0	i	-0.5	i	i	-0.1	-20.0	i	i
36	Cc1ccc2c(C(=O)CN3CCN(C4CCCCC4)CC3)c(C)[nH]c2c1	i	i	-5.0	i	-0.6	i	i	5.2	-4.7	i	i
37	COC(=O)C(CC(C)C)NC(=O)c1cc(OC)c(OC)c(OC)c1 (stereo not drawn)	i	i	-2.1	i	-3.5	i	i	1.4	-9.1	i	i
38	CCc1ccc(N2C(=O)CC(N3CCC(C(=O)OC)CC3)C2=O)cc1 (stereo not drawn)	i	i	-0.4	i	0.0	i	i	-1.6	-3.4	i	i
39	COc1ccc(Cc2nnc(NC(=O)CSc3ccccc3)s2)cc1	i	i	-0.6	i	-3.0	i	i	4.8	-6.7	i	i
40	O=C(CN=C1NC(=O)C(c2ccccc2)(c2ccccc2)N1)NCc1ccc(F)cc1	i	i	-3.5	i	-0.4	i	i	-1.6	-6.5	i	i
41	Cc1c(C(=O)N/N=C/c2c(O)ccc3ccccc23)nnn1-c1nonc1N	i	i	-2.1	i	-1.9	i	i	3.8	-4.4	i	i
42	O=C(OCc1ccc(Br)cc1)c1cccnc1Cl	i	i	-5.5	i	-0.1	i	i	1.1	-1.7	i	i
43	CCOc1ccccc1N1CCN(C(=O)C2c3ccccc3Oc3ccccc32)CC1	i	i	2.9	i	-1.3	-9.33*	i	1.7	-9.5	-12.1*	i
44	CNS(=O)(=O)c1cccc(C(=O)OCc2cc(=O)n3cc(Br)ccc3n2)c1	i	i	0.9	i	-2.7	i	i	-2.3	-13.7	i	i
45	COc1ccc(OCc2cc(=O)[nH]c3ccccc23)cc1	i	i	-4.0	i	2.6	i	i	0.6	-3.3	i	i
46	CCOC(=O)C(C)Sc1nc(=O)n2ccccc2n1 (stereo not drawn)	i	i	-3.1	i	-1.0	i	i	0.4	-7.3	i	i
47	O=C(O)c1ccccc1NS(=O)(=O)c1ccc2c3c(cccc13)C(=O)N2	i	i	2.8	i	nt	i	i	5.0	-8.2	i	i
48	O=C(c1ccco1)N1CCN(C(=O)c2sccc2-c2ccccc2)CC1	i	i	-8.8	i	-0.2	i	i	3.2	-5.7	i	i
49	COc1cc(OC)c(C(=O)O/N=C(\N)c2ccccc2)cc1OC	i	i	4.2	i	-1.6	i	i	-0.3	-2.4	i	i
50	COc1ccccc1NC(=O)c1cc2ccccc2nc1C	i	i	1.2	i	-0.5	i	i	1.5	-6.6	i	i
51	COCCn1c(SCC(=O)Nc2ccc(F)cc2F)nc2c([nH]c3ccccc32)c1=O	i	i	nt	i	-2.7	i	i	-1.1	-2.8	i	i
52	O=C(O)c1cc2nc(C3CC3)cc(C(F)(F)F)n2n1	i	i	4.0	i	0.7	i	i	-0.2	-11.7	i	i
53	CCc1ccccc1NC(=O)C1CCCN(S(=O)(=O)c2c(C)noc2C)C1 (stereo not drawn)	i	i	8.2	i	-2.3	i	i	1.0	-1.3	i	i
54	CC1CN(S(=O)(=O)c2cccc(C(=O)NCCC3=CCCCC3)c2)CC(C)O1 (stereo not drawn)	i	i	-2.5	i	-2.5	i	i	-0.6	-17.1	i	i
55	CCCCCC(=O)N/N=C(\C)c1ccc(NC(=O)c2ccco2)cc1	i	i	9.6	i	-0.9	i	i	-0.5	-6.6	i	i
56	CCCCOC(=O)c1ccc(NC(=O)C(=O)NCCN(CC)CC)cc1	i	i	nt	i	-2.9	i	i	-1.6	-8.2	i	i
57	CC(C)OCCCNC(=O)C1CCC(=O)N1C(C)C (stereo not drawn)	i	i	-8.8	i	4.7	i	i	8.4	-4.6	i	i
58	CCN(CC)S(=O)(=O)c1ccc(N2CCN(C)CC2)c(NC(=O)CSCC(=O)Nc2cccc(C)c2)c1	i	i	6.8	i	0.8	i	i	-1.7	-9.2	i	i
59	CS(=O)(=O)N1CCC(C(=O)N2CCN(c3ccccc3F)CC2)CC1	i	i	3.6	i	-1.5	i	i	-3.1	-4.3	i	i
